# Bioassay records (PubChem BioAssay)
# ALDH1A1 inh: ALDH1A1 (human) enzyme inhibition; P00352; Purified ALDH1A1, NADH fluorescence, propionaldehyde substrate; Potency, µM (titrated, usually from 75.3 µM), inactives show at the top dose activity, negative = inhibition, usual class: inhibitors; actives 7.3% (n = 220,000); active = well fitted inhibition curve with a large enough effect, not every such curve was filed as active; inconclusive = small, poorly fitted or top-dose-only effect, or another doubt; inactive = no such curve, though single readings can be large or run the other way;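 also: plate controls were no enzyme wells and a reference inhibitor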
# LMNA splice mod: changes lamin A minigene splicing in HeLa cells | HeLa LMNA splicing GFP/RFP minigene ratio, 48 h | AID 1487 | Potency, µM (top dose mostly 46.1 µM), inactives show top-dose ratio change, negative = inhibition, hits mostly inhibitors | actives 0.01% (n = 200,000); active = well fitted inhibition curve with a large enough effect in the signal ratio, with a control signal flat, not every such curve was filed as active; inconclusive = small, poorly fitted or top-dose-only effect, or effect the other way, or a change in a side signal; the % refers to the signal ratio; also: % is scaled to controls: 0 for no effect and ±100 for the full control effect
#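 S3 HeLa stable clones carrying a lamin A-EGFP splicing minigene plus DsRed2 were seeded at 600 cells/well in Opti-MEM with 2% FBS, pin-dosed and incubated 48 h at 37°C. Acumen cytometry (488 nm) gave the GFP/RFP total-intensity ratio.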
# SMN2 splice enh: increases expression of the SMN2 splice variant. HEK293 SMN2-luciferase splicing reporter, luminescence, 30-36 h. Potency, µM (highest dose often 46.1 µM), inactives show at the highest dose activity change, positive = activation, usual class: activators. actives 2.8% (n = 210,000). AID 1458; also: % of control where 0% means no effect; nearly all actives have a fitted effect of over 55% in size
#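 HEK293 cells carry an SMN2 […]–luciferase reporter in which exon 7 inclusion puts luciferase in frame. Cells were plated 10-12 h before compound addition, then incubated 30-36 h at 37C. ONE-Glo luminescence was read; sodium butyrate at 4.5 mM final served as control.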
# RECQ1 inh: blocks DNA unwinding by human RECQ1. actives 0.54% (n = 240,000). RECQ1 DNA unwinding, red fluorescence kinetic read. P46063. Potency, µM (highest dose often 57.3 µM), without a hit: top-dose activity, negative = inhibition, hits mostly inhibitors. AID 2549;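 also: plate controls were vehicle for no effect and no enzyme for full effect; nearly all actives have a fitted effect of over 30% in size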
# Target sequence (P46063 whole entry, looked up): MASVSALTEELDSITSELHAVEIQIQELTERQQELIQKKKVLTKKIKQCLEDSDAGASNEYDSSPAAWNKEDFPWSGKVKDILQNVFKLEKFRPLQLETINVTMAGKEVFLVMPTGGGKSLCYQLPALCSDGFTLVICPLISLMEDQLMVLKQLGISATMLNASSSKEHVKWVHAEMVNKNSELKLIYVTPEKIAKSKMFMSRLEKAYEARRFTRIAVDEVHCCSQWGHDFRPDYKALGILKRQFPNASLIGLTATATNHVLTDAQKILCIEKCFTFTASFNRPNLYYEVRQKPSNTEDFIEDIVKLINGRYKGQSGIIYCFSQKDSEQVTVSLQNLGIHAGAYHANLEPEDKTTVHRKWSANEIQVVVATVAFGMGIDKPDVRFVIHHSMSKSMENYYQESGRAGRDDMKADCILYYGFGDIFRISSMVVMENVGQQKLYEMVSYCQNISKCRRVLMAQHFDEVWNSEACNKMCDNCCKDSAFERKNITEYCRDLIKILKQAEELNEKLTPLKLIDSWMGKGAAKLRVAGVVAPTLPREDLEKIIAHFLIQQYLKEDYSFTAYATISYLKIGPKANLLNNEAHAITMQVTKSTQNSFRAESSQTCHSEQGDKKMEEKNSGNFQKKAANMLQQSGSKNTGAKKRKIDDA
#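 RECQ1T1 50 nM; forked duplex (20 bp + 30-nt ss tails) 200 nM, ATP 2 mM final; pH 8.0, 2 mM MgCl2, 2.5 ug/ml poly(dI-dC); 15 min compound preincubation; discontinuous kinetic read over 2 h at RT.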
# TRb SRC2 PPI: inhibitors of human thyroid hormone receptor beta-SRC2 interaction; actives 0.065% (n = 280,000); P10828; TRbeta-SRC2 peptide binding, fluorescence polarization; receptor liganded with 1 µM T3; Potency, µM (series often up to 106 µM), without a hit: at the top dose activity change, negative = inhibition, usual class: inhibitors;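 also: plate controls were bound peptide for no effect and peptide without receptor for full effect; nearly all actives have a fitted effect of over 50% in size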
#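 Read-out is fluorescence polarization (555 nm excitation, 632 nm emission) of a Texas Red SRC2 coactivator peptide; loss of signal reflects blocked binding to human TRb ligand-binding domain in the presence of 1 uM T3.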
# KDM4E inh: blocks human JMJD2E demethylase activity | B2RXH2 | JMJD2E catalytic domain, FDH-coupled NADH fluorescence (FDH is formaldehyde dehydrogenase) | Potency, µM (titrated, usually from 57.1 µM), for inactives: top-dose activity change, negative = inhibition, most hits filed as inhibitors | actives 1.6% (n = 230,000) | AID 2147; active = well fitted inhibition curve with a large enough effect, not every such curve was filed as active; inconclusive = small, poorly fitted or top-dose-only effect, or another doubt; inactive = no such curve, though single readings can be large or run the other way;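 also: 0% = wells with enzyme and -100% = buffer wells without enzyme; nearly all actives have a fitted effect of over 50% in size; many of its hits are not listed in these tables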
# Target sequence (B2RXH2 1-337 limits assumed): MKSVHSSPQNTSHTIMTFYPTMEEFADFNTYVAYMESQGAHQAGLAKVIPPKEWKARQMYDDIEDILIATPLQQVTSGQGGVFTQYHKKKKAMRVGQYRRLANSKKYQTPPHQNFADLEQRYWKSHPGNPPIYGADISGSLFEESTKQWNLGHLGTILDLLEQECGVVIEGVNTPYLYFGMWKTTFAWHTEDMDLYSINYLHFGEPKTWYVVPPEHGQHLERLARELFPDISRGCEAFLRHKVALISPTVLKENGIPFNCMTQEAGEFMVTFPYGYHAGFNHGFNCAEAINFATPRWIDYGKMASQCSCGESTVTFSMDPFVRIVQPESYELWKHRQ
# RGS12 GoLoco inh: inhibitors of human Gai1-RGS12 GoLoco interaction (red fluorophore); P63096; AID 880; actives 0.44% (n = 230,000); Gai1:RGS12 GoLoco peptide FP, rhodamine, 10 min; Potency, µM (top dose mostly 61.6 µM), without a hit: at the highest dose activity, negative = inhibition, usual class: inhibitors; active = well fitted inhibition curve with a large enough effect, not every such curve was filed as active; inactive = no such curve, though single readings can be large or run the other way; also: % is scaled to controls: 0 for no effect and ±100 for the full control effect; nearly all actives have a fitted effect of over 30% in size; many of its hits are not listed in these tables
# TexasRed fluor: alters Texas Red total fluorescence, flagging assay interference; actives 0.29% (n = 280,000); Potency, µM (doses to about 106 µM), inactives show at the highest dose fluorescence change, negative = quenching; TRb/SRC2 Texas Red total fluorescence interference; AID 1479; active = well fitted curve in either direction with a large enough effect; inconclusive = small, poorly fitted or top-dose-only effect; also: % is scaled to controls: 0 for no effect and ±100 for the full control effect
#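 Human TRb ligand-binding domain at 0.6 uM with 20 nM Texas Red SRC2 peptide in Tris buffer containing 1 uM T3 and 5% DMSO, incubated with compound 5 h at ambient temperature. Total fluorescence (555/632 nm) calculated as parallel + 2 × perpendicular.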
# Numbers without * were called inactive; i = inactive; ? = inconclusive; . = no result given; [ ] = dose if it differs, or a comment. Unless noted, calls follow the shape of the dose curve; as a rule, active = well fitted curve in the direction sought with a large enough effect; inconclusive = small, poorly fitted or top-dose-only effect, or another doubt; inactive = no such curve, though single readings can be large; an effect the other way counts as inactive or inconclusive. Potency is read from the fitted curve at half-maximal effect.
SMILES,ALDH1A1 inh,LMNA splice mod,SMN2 splice enh,RECQ1 inh,TRb SRC2 PPI,KDM4E inh,RGS12 GoLoco inh,TexasRed fluor
Nc1nnc(-c2ccco2)s1,?,2.1%,19.2%,i,-13.0%,-29.4%,-0.3%,-0.8%
COc1ccc(CCCc2nc3ccccc3[nH]2)cc1,.,.,.,-2.5%,-0.9%,1.1%,-3.8%,-2.9%
COc1cc(-c2nnc(SC/C=C/c3ccccc3)n2N)cc(OC)c1OC,1.7%,-9.0%,-20.4%,-6.3%,-5.5%,-0.7%,-0.6%,-1.8%
CCOC(=O)c1csc(COc2ccc(OC)cc2)n1,.,.,.,i,3.2%,-1.9%,7.1%,-4.2%
S=C(Nc1ccccc1Cl)N(Cc1cccnc1)Cc1ccco1,-11.9%,-5.1%[46 µM],-38.7%[inhibitor],-4.2%,-7.5%,-5.2%,5.0%,-5.9%
CCCS(=O)(=O)N1CCCC(C(=O)NCCCN(CC)c2cccc(C)c2)C1 (configuration not stated),2.7%,4.6%,-15.2%,i,-3.7%,6.9%,-1.8%,3.9%
COc1ccc(/C(O)=C2/C(=O)C(=O)N(Cc3cccnc3)C2c2ccccn2)cc1 (configuration not stated),-3.5%,1.8%,10.2%,0.7%,6.6%,-10.3%,-1.1%,-1.1%
Cc1cc([N+](=O)[O-])ccc1-c1ccc(/C=N/NC(=O)Cc2ccccc2)o1,5.1%,-1.7%,-4.1%,-6.6%,-16.7%,-3.2%,18.5%,-0.5%
Cc1cc(NC(=O)C23CCC(C)(C(=O)O2)C3(C)C)no1 (configuration not stated),2.7%,-12.7%,5.6%,-2.9%,-22.9%,1.4%,-1.3%,-2.1%
CCOC(=O)N1CCN(C(=O)c2cccn3c(=O)c4cc(Br)ccc4nc23)CC1,?,6.5%[46 µM],-6.0%,-8.9%,-10.9%,?,2.6%,0.2%
Cc1cccc(CSc2nnc(CCCCCNC(=O)OC(C)(C)C)o2)c1,.,.,.,6.9%,1.5%,-5.6%,-9.9%,-0.5%
COc1ccc(C2C(C(=O)OCC(=O)NC(C)(C)C)CCC(=O)N2c2ccc(C)cc2)cc1OC (configuration not stated),-2.9%,16.1%,6.1%,-0.7%,-11.3%,1.8%,-7.1%,1.4%
O=C1c2ccc3c4c(ccc(c24)C(=O)N1CCCCO)C(=O)N(CCCCO)C3=O,?,?,-83.0%[inhibitor],7.08µM*,-12.9%,?,25.1µM*,8.6%
O=C(COC(=O)c1c2c(nc3ccccc13)CCCC2)c1cccs1,?,?,-6.0%,-18.9%,.,-26.1%,17.6%,.
CC(C)(C)C1CCC(=NOC(=O)c2ccc(F)cc2)CC1 (configuration not stated),-12.2%,-13.6%[46 µM],1.3%,i,-0.5%,7.5%,-3.0%,0.4%
Fc1ccc(-c2nc3c(Cl)cc(C(F)(F)F)cn3c2Cl)cc1,-3.4%,-6.4%,17.8µM*,-10.8%,4.0%,-5.5%,1.8%,0.3%
O=Cc1cn(CCC(=O)O)nc1-c1cccc(Cl)c1,-17.1%,-13.2%[46 µM],2.9%,i,-8.5%,-2.7%,7.9%,-4.6%
CCN1CC(CN(C)Cc2nc(-c3ccc(OC)c4ccccc34)oc2C)CC1=O (configuration not stated),?,15.5%[46 µM],.,i,2.3%[53 µM],?,18.2%,-1.4%[53 µM]
C=CCn1c(-c2ccccc2)n[nH]c1=S,-12.2%,0.6%,-7.4%,i,-5.2%,7.1%,-0.2%,-5.3%
Cc1cc(C)c(NC(=O)CN2C(=O)NC3(CCOc4ccccc43)C2=O)c(C)c1 (configuration not stated),-14.8%,-2.1%,?,2.6%,-3.7%,4.2%,-10.4%,-6.6%
O=C(COC(=O)c1ccccc1Br)NCCC1=CCCCC1,-7.3%,-5.1%[46 µM],9.0%,i,7.2%,3.2%,9.0%,-1.4%
O=C(Nc1ccccc1F)c1ccc(CNS(=O)(=O)c2cccc(C(F)(F)F)c2)cc1,6.3%,16.4%,23.4%,12.0%,-5.2%,8.3%,7.0%,-3.6%
CC(C)CC(=O)N1CCC(N2CCN(c3ccccc3)CC2)CC1,1.5%,3.1%,-6.3%,i,7.3%,?,-7.9%,0.4%
COC(=O)Cc1c(O)ccn(CCc2c[nH]c3ccccc23)c1=O,8.2%,.,5.5%,-3.3%,-8.2%,1.4%,7.3%,-0.9%
CCCc1nn(C)c2c1C(c1ccncc1)C(C#N)=C(N)O2 (configuration not stated),-2.0%,5.6%,11.0%,i,-6.0%,-0.5%,2.5%,0.3%
O=C(Nc1ccc(CN2CCCCC2)cc1)c1ccc(Br)o1,6.6%,-4.5%,29.8%,i,7.0%,5.8%,4.0%,0.3%
O=C(c1ccccc1)c1c[nH]c2cc3c(cc2c1=O)OCO3,-4.3%,-11.6%,16.6%,-3.7%,-1.8%,3.2%,6.0%,-0.9%
CC(=O)c1nc(N2C(=O)CC(Cc3ccc(C)cc3)C2=O)sc1C (configuration not stated),-15.5%,-5.2%,-4.0%,11.1%,-13.0%,1.6%,-0.1%,1.3%
CCCCc1nc(NCc2ccccc2)c(C#N)c2c1COC(C)(C)C2,-2.9%,-4.7%,-6.8%,i,-0.3%,?,-3.8%,-4.8%
CN(CC(=O)O/N=C(\N)c1ccccn1)S(=O)(=O)c1cc(Cl)ccc1Cl,?,2.9%,.,1.1%,-0.6%,-8.8%,.,0.0%
COc1ccc(-c2n[nH]c(C)c2-c2ccc(Cl)cc2)c(O)c1OC,7.7%,?,17.9%,-4.2%,-6.8%,-29.1%,0.1%,-2.6%
O=S1(=O)CCN(Cc2ccc(F)cc2)CC1,0.0%,-13.8%[46 µM],3.0%,-0.7%,-3.4%,7.6%,1.8%,-5.1%
CCOc1ccc(S(=O)(=O)N(C)c2ccc(OCC(=O)NCc3ccc(C(=O)OC)cc3)cc2)cc1,?,.,.,-9.8%,2.2%,-0.2%,-2.0%,3.4%
CSc1cccc(NC(=O)CCCOc2ccc(Cl)cc2Cl)c1,-2.7%,?,-27.1%,-0.4%,-5.1%,-7.7%,1.6%,-4.9%
Cc1ccc(CNC(=O)c2cnc(-c3ccccn3)nc2C(F)(F)F)cc1,-8.5%,-0.7%,13.0%,-9.4%,2.5%,3.6%,-0.6%,-6.7%
CC(C)(C)c1cc[n+](/C(C(=S)NC2CC2)=C(/[O-])c2ccc(Cl)s2)cc1,?,6.9%,-6.0%,-6.3%,-11.8%,-5.5%,1.6%,3.3%
COc1ccc(S(=O)(=O)N2CC(O)CC2C(=O)Nc2cccnc2)cc1 (configuration not stated),0.8%,.,.,16.2%,8.4%,-2.0%,4.8%,0.8%
Cc1ccc(C)c(N2CCN(C(=O)CCCCn3c(=O)[nH]c4ccccc4c3=O)CC2)c1,-3.6%,?,-47.8%[inhibitor],-0.7%,-5.2%,4.4%,1.9%,-1.9%
CC1CN(S(=O)(=O)c2cccc(-c3cn4cccnc4n3)c2)CC(C)O1 (configuration not stated),?,?,-8.8%,-10.3%,6.2%,?,3.7%,1.7%
COC(=O)C1=C(C(=O)OC)[C@@H]2N(C)c3ccccc3[C@@]23C[C@@H](C(=O)OC)N(S(=O)(=O)c2ccc(C(F)(F)F)cc2)C3=N1,2.4%[13.5 µM],9.3%[9.22 µM],4.6%[9.22 µM],3.9%[11.5 µM],6.1%[11.2 µM],3.3%[11.4 µM],3.5%[14.2 µM],1.0%[11.2 µM]
CCS(=O)(=O)N1CCC(C(=O)O)CC1,4.5%,1.5%[9.22 µM],2.2%,-2.5%,-1.9%,-12.9%,4.6%,-1.7%
Cc1onc(-c2ccccc2)c1C(=O)NCCc1c[nH]c2ccccc12,-2.6%,0.2%,-4.6%,10.2%,0.3%,1.4%,8.8%,-0.3%
COC(=O)c1c(NC(=O)c2ccco2)sc(C(=O)N2CCCC2)c1C,14.1µM*,-3.3%,2.0%,i,1.7%,3.4%,8.3%,-2.1%
CC1(C)OC(=O)CC1C(=O)NCc1ccccc1 (configuration not stated),4.5%,3.5%,-9.1%,-11.0%,-0.2%,9.4%,11.9%,0.3%
CC(C)CC(=O)Nc1ccc(F)c(Cl)c1,-7.1%,0.6%,6.2%,i,-4.6%,?,-7.7%,-0.2%
OCCCC1CCCCN1Cc1nc(Cc2ccccc2Cl)no1 (configuration not stated),4.7%,.,.,-8.5%,-5.4%,-3.4%,-3.9%,-0.5%
Clc1ccc(/C=N/N2CCN(Cc3ccccc3Cl)CC2)cc1,-6.2%,?,-8.3%,i,3.8%,4.6%,-7.9%,-1.7%
O=C(NCc1n[nH]c(=S)n1-c1cccc(C(F)(F)F)c1)c1ccc(S(=O)(=O)N2CCCC2)cc1,?,.,.,i,-4.6%,-9.4%,7.1%,-5.8%
O=C(O)CCS(=O)(=O)c1cccc2cccnc12,-8.8%,-0.7%,-10.7%,-12.7%,-10.4%,-1.0%,-5.3%,-3.0%
Cc1cc2ccccc2nc1SCC(=O)N1CCCC1,-1.0%,6.5%,-15.3%,11.5%,-15.7%,-2.4%,6.6%,-1.9%
# Remaining list, next part:
SMILES,ALDH1A1 inh,LMNA splice mod,SMN2 splice enh,RECQ1 inh,TRb SRC2 PPI,KDM4E inh,RGS12 GoLoco inh,TexasRed fluor
Cc1ccc(NCc2n[nH]c(=S)n2-c2cccc(Cl)c2)cc1,-12.2%,.,-13.9%,-1.1%,3.5%,0.6%,4.2%,-2.0%
CCCOc1ccc(NC(=O)CC2Nc3ccccc3NC2=O)cc1 (configuration not stated),-3.0%,.,0.3%,-1.5%,-7.7%,-7.2%,0.8%,-2.9%
CC(C)C(OC(=O)c1cc2sccc2n1C)C(=O)NCC1CCCO1 (configuration not stated),-2.6%,?,-10.4%,-8.1%,0.0%,7.7%,0.0%,0.7%
COc1ccc(N2CCN(C(=O)c3ccc(N(C)S(=O)(=O)c4ccc(OC)cc4)cc3)CC2)cc1,-10.5%,?,.,-3.8%,8.0%,7.9%,-8.7%,-3.7%

# This is a subset; rates above refer to the full screens.
